Myeloid diff 2: myeloid differentiation induction; calls only at 10 µM; 360,000 compounds, 1% hits; ER-HoxA9 myeloid progenitors, lysozyme-GFP differentiation, flow cytometry;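 active means normalized GFP-positive differentiation at or above the plate's own cutoff, the solvent-only control mean plus 3 SD; inconclusive means no clear call, values can overlap the other calls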;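 further: cells exposed to compound for four days before flow analysis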
T cell modulator: modulates CD8 T cell binding to vesicles; 2C CD8+ T cell-vesicle binding, flow cytometry; hits give low values; calls only at 7 µM; 330,000 compounds, 0.068% hits; AID 2052;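 active means response, share of CD8 T cells binding vesicles, and their 90th percentile fluorescence all below set limits, cut at about 80% in these data, passing the limit was not always enough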
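Test system: purified 2C TCR transgenic mouse naive CD8+ T cells. Probe or stimulus: QL9-peptide-loaded Drosophila micro-vesicles bearing Ld, ICAM-1 and B7-1. Incubation: binding step 1.5 h, 37 °C, antibody labelling 20 min, ice. Measured by: flow cytometry of vesicle-bound cells.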
Hep lipid drop: modulators of hepatic lipid droplet formation | inhibition, % at 6.5 µM | 240,000 compounds, 0.4% hits | AML12 mouse hepatocytes, oleate lipid droplets, BODIPY imaging;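 active means lipid droplet intensity inhibited by at least 50%, with more than 500 cells counted; inconclusive means wells with under 300 cells, treated as cytotoxic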
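Material – AML12 mouse liver cells · Also added – oleate loading, 100 µM · Compound dosing – 6.5 µM single-point dosing · Times – overnight treatment with compound plus oleate · Measured by – fluorescence imaging, 20x objective, two fields per well · Read-out – percent inhibition of filter-corrected integrated lipid droplet intensity per well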
Hep lipid drop cells 6.5 µM: further read-out of Hep lipid drop, marked with its call; cell count; measured here: cell count, cytotoxicity flag;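 cells counted across two imaged fields per well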
T cell modulator vesicle-bound %: second read-out of T cell modulator, no call of its own (marks repeat the call); double positive events, %; measured here: CD8+ vesicle-bound cell fraction;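 binding gate set so that unloaded-vesicle control wells show 10% double positive cells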
Myeloid diff 2 GFP+ MAC1+ %: also measured in Myeloid diff 2; calls as there; GFP+ MAC1+ double positive, %; measured here: differentiation confirmed by MAC1 staining
Active calls of the source: *; i = inactive; u = inconclusive; x = not tested or not shown; + = active, no number.

The opening 2 compounds, ahead of the listing:
Below each compound – Myeloid diff 2 GFP+ MAC1+ %, T cell modulator vesicle-bound %, Hep lipid drop cells 6.5 µM, T cell modulator, Hep lipid drop, Myeloid diff 2
1. COc1ccc(C(=O)N2CCCc3ccccc32)cc1Br
  0.7, 58, 818, i, 4, i
2. Cc1nc(=O)c(-c2ccccc2)c(C)n1-c1ccccc1
  0.7, 57, 829, i, 5, i

Results, repeating the preview:
Below each compound – Myeloid diff 2 GFP+ MAC1+ %, T cell modulator vesicle-bound %, Hep lipid drop cells 6.5 µM, T cell modulator, Hep lipid drop, Myeloid diff 2
1. COc1ccc(C(=O)N2CCCc3ccccc32)cc1Br
  0.7, 58, 818, i, 4, i
2. Cc1nc(=O)c(-c2ccccc2)c(C)n1-c1ccccc1
  0.7, 57, 829, i, 5, i
3. O=C(NCCc1cccs1)C(c1ccccc1)c1ccccc1
  0.6, 16, 871, i, -34, i
4. Cc1[nH]n(C(N)=S)c(=O)c1N=Nc1ccc(Cl)cc1Cl
  0.2, 32, 660, i, -10, i
5. CCOC(=O)N1CCC(NC(=O)CC2C(=O)NCCN2Cc2cccc(F)c2F)CC1 (centres undefined)
  0.3, 41, 692, i, 18, i
6. Cc1cc(C)c(S(=O)(=O)Cc2ccccc2)c(Cl)n1
  0.8, 47, 824, i, 8, i
7. Cc1occc1C(=O)N1CCCC(Nc2ccc(F)cc2)C1 (centres undefined)
  1.0, 2, 802, i, -5, i
8. COc1ccc(C(=O)Nn2c(CC(C)C)nc3cc(OC)c(OC)cc3c2=O)c(OC)c1
  0.1, 44, 842, i, -2, i
9. Cc1ccc(OCC(=O)NNC(=O)CCc2ccccc2)c(Br)c1
  x, 14, 777, i, -14, u
10. CC(=O)c1ccc(OCc2cc(C(=O)N(C)CCN3CCOCC3)no2)cc1
  1.9, 33, 682, i, -1, i
11. O=C(Cc1ccc(Cl)cc1)NCC(=O)N1CCCCCC1
  0.9, 66, 779, i, -15, i
12. CSc1ccccc1OCc1cc(C(=O)NC(C)Cc2cccc(C)n2)no1 (centres undefined)
  1.0, 36, 830, i, -9, i
13. COc1ccc(-c2ccnc3[nH]n(-c4ccccc4)c(=O)c23)cc1
  0.7*, 57, 780, i, 2, +
14. CC(=O)NS(=O)(=O)c1ccc(NC(=O)CC23CC4CC(CC(Br)(C4)C2)C3)cc1
  1.1, 36, 819, i, 6, i
15. COC(=O)C1=C(C)NC(=O)NC1c1ccc2ccccc2c1 (centres undefined)
  1.0, 69, 824, i, 0, i
16. COc1cc(/C=C2\SC(=Nc3ccccc3)NC2=O)cc(Cl)c1O
  4.5, 65, 863, i, -8, i
17. Cc1nn(C(C)C(=O)NCCCN(Cc2ccccc2)C(C)C)c(=O)c2c1sc1ccccc12 (centres undefined)
  1.2, 24, 756, i, -14, i
18. Cc1nnc(Cn2cnc3c2c(=O)n(C)c(=O)n3C)o1
  0.3, 30, 847, i, -2, i
19. CCn1c(=O)n(CC(=O)NCC2CCCO2)c(=O)c2c3c(sc21)CCCC3 (centres undefined)
  4.5, 12, 680, i, 1, i
20. Cc1c(C(=O)OCC(=O)N(C)c2ccccc2)oc2ccccc12
  0.5, 10, 825, i, 2, i
21. CC(=O)Nc1ccc(NC(=O)C2CCCN2C(=O)Nc2ccc(F)cc2)cc1 (centres undefined)
  0.6, 22, 821, i, -4, i
22. COc1ccc(NC(=O)n2ncc3cc(Cl)ccc32)cc1OC
  1.3, 58, 845, i, 20, i
23. Oc1ccccc1-c1nc(NC2CCCC2)c2ccccc2n1
  0.4, 50, 834, i, 12, i
24. CCOc1ccc(-n2nc3cc(C)c(N)cc3n2)cc1
  0.5, 56, 817, i, 0, i
25. CCOc1ccc(/C=C2\SC(=S)N(CCC(=O)Nc3ccccc3C(=O)O)C2=O)cc1
  19*, 63, 770, i, -1, +
26. CCOC(=O)C1=C(C)N=c2s/c(=C/c3cccc([N+](=O)[O-])c3O)c(=O)n2C1c1ccccc1 (centres undefined)
  0.5, 56, 819, i, -1, i
27. COc1cc(Br)c(CN2CCCN(C)CC2)cc1OC
  0.6, 56, 813, i, 3, i
28. CC(C)(C)NS(=O)(=O)c1ccc(NC(=O)CS(=O)(=O)Cc2ccccc2)cc1
  4.3, 43, 695, i, 8, i
29. COc1ccccc1NC(=O)/C(=C\c1cccnc1)NC(=O)c1ccc(C)cc1
  2.0, 13, 697, i, -14, i
30. Cc1ccc(C#N)c(SCCN2CCCCC2)n1
  0.2, 44, 842, i, -3, i
31. O=C(O)c1ccc(Cl)c(S(=O)(=O)N2CCC(Cc3ccccc3)CC2)c1
  1.1, 44, 792, i, 25, i
32. CCCc1ccc(C(=O)O/N=C(\N)c2ccccn2)cc1
  0.9, 44, 838, i, -2, i
33. CN1CCSc2ccc(C(=O)NCc3ccccc3)cc21
  1.8, 40, 799, i, -1, i
34. CCC1CCCCN1CCCNC(=O)c1csc2c1CCCCC2 (centres undefined)
  0.3, 10, 695, i, 10, i
35. CCOC(=O)c1sc(NC(=O)CSc2nccn2C)nc1C
  0.0, 6, 650, i, -1, i
36. CCC(=O)N1CCN(c2ccc(NC(=S)NC(=O)c3cc4ccccc4o3)cc2)CC1
  0.4, 44, 688, i, -17, i
37. CC1Sc2ccc(S(=O)(=O)NCCc3ccc(S(N)(=O)=O)cc3)cc2NC1=O (centres undefined)
  1.5, 36, 704, i, -16, i
38. O=C(c1ccc(-n2cccn2)cc1)N1CCN(c2ncccc2C(F)(F)F)CC1
  0.6, 20, 794, i, 1, i
39. CC(=O)Nc1ccc(NC(=O)c2c(C)noc2C)cc1
  2.8, 16, 710, i, -3, i
40. Cc1c(C(=O)Nc2c(F)cc(F)cc2Br)sc2ncn(CC(=O)N3CCCC3)c(=O)c12
  4.5, 13, 709, i, -7, i
41. COc1ccc(OC)c(N(/C(N)=N/c2nc(C)cc(C)n2)S(=O)(=O)c2ccc(NC(C)=O)cc2)c1
  1.1, 48, 722, i, -2, i
42. C[C@H](NC(=O)[C@@H]1CSC2c3ccccc3C(=O)N21)C(=O)NC1CCCC1 (some centres undefined)
  5.2, 28, 674, i, -4, i
43. Cc1ccc2c(c1)N(CC(=O)N1CCCCCC1)C(=O)c1cccnc1O2
  2.0, 42, 762, i, -12, i
44. CCOC(=O)c1cc(NC(=O)C2C3C=CC(O3)C2C(=O)O)cc(C(=O)OCC)c1 (centres undefined)
  1.8, 28, 796, i, 23, i
45. CCOC(=O)c1cnc2ccc(OC)cc2c1NCCN1CCOCC1
  0.6, 40, 878, i, 3, i

An excerpt from above with just T cell modulator, Myeloid diff 2 and Hep lipid drop cells 6.5 µM:
item | compound | T cell modulator | Myeloid diff 2 | Hep lipid drop cells 6.5 µM
38 | O=C(c1ccc(-n2cccn2)cc1)N1CCN(c2ncccc2C(F)(F)F)CC1 | i | i | 794
39 | CC(=O)Nc1ccc(NC(=O)c2c(C)noc2C)cc1 | i | i | 710
40 | Cc1c(C(=O)Nc2c(F)cc(F)cc2Br)sc2ncn(CC(=O)N3CCCC3)c(=O)c12 | i | i | 709
41 | COc1ccc(OC)c(N(/C(N)=N/c2nc(C)cc(C)n2)S(=O)(=O)c2ccc(NC(C)=O)cc2)c1 | i | i | 722

3 records drawn at random from those above:
Below each compound – Myeloid diff 2 GFP+ MAC1+ %, T cell modulator vesicle-bound %, Hep lipid drop cells 6.5 µM, T cell modulator, Hep lipid drop, Myeloid diff 2
31. O=C(O)c1ccc(Cl)c(S(=O)(=O)N2CCC(Cc3ccccc3)CC2)c1
  1.1, 44, 792, i, 25, i
38. O=C(c1ccc(-n2cccn2)cc1)N1CCN(c2ncccc2C(F)(F)F)CC1
  0.6, 20, 794, i, 1, i
42. C[C@H](NC(=O)[C@@H]1CSC2c3ccccc3C(=O)N21)C(=O)NC1CCCC1 (some centres undefined)
  5.2, 28, 674, i, -4, i

The list goes on:
Below each compound – Myeloid diff 2 GFP+ MAC1+ %, T cell modulator vesicle-bound %, Hep lipid drop cells 6.5 µM, T cell modulator, Hep lipid drop, Myeloid diff 2
46. CCc1ccc(C(C)NC(=S)NCc2ccc(F)cc2)cc1 (centres undefined)
  3.8, 54, 849, i, -5, i
47. Cc1ccc(NC(=O)c2cc(-c3ccc4c(c3)OCO4)on2)cc1C
  0.3, 39, 813, i, 6, i
48. COc1ccc(CNC(=O)CN(c2ccc(C)cc2)S(=O)(=O)c2c(C)nn(C)c2C)cc1
  1.6, 42, 688, i, 20, i
49. COc1ccc(C(CNC(=O)Cc2ccccc2)N2CCCCC2)cc1 (centres undefined)
  0.2, 35, 794, i, -2, i
50. COc1ccc(-n2nc3c(N4CCC(C(=O)NC5CCCCC5)CC4)nnc(C)c3c2C)cc1
  2.5, 33, 726, i, 12, i
51. CCc1ccc2[nH]c(C(=O)Nc3ccc(F)cc3Br)cc2c1
  1.1, 59, 796, i, -5, i
52. CN(c1ccccc1)c1nc(N)c([N+](=O)[O-])c(Nc2ccccc2F)n1
  0.4, 7, 880, i, 5, i
53. Cc1ccc(NC(=O)c2ccc(NS(=O)(=O)/C=C/c3ccccc3)cc2)nc1
  3.4, 16, 766, i, -15, i
54. CC(=O)N1CCc2cc(S(=O)(=O)NC3CCCCC3)ccc21
  0.5, 27, 703, i, 4, i
55. O=C(O)Cn1c(SCCOc2ccc(Cl)cc2)nc2ccccc21
  0.1, 61, 802, i, 4, i
56. COC(=O)c1cc(S(=O)(=O)NCc2cccc(Br)c2)c[nH]1
  1.8, 23, 728, i, 3, i
57. CCn1c(=O)c(C(=O)NCCc2ccc(Cl)cc2)c(O)c2ccccc21
  0.3, 11, 829, i, -10, i
58. CCOc1ccc(NC(=O)Nc2c(C)n(C)n(-c3ccccc3)c2=O)cc1
  0.2, 24, 802, i, 0, i
59. O=C(NNC(=S)NC(=O)c1ccccc1)c1cccnc1
  1.1, 5, 735, i, 1, i
60. CN(CC(=O)Nc1ncn[nH]1)S(=O)(=O)c1cc(Cl)ccc1Cl
  0.4, 24, 848, i, -4, i

Sorted by the number under Myeloid diff 2 GFP+ MAC1+ % (highest first): 7 of the compounds above
#	structure	Myeloid diff 2 GFP+ MAC1+ %
50	COc1ccc(-n2nc3c(N4CCC(C(=O)NC5CCCCC5)CC4)nnc(C)c3c2C)cc1	2.5
56	COC(=O)c1cc(S(=O)(=O)NCc2cccc(Br)c2)c[nH]1	1.8
48	COc1ccc(CNC(=O)CN(c2ccc(C)cc2)S(=O)(=O)c2c(C)nn(C)c2C)cc1	1.6
59	O=C(NNC(=S)NC(=O)c1ccccc1)c1cccnc1	1.1
54	CC(=O)N1CCc2cc(S(=O)(=O)NC3CCCCC3)ccc21	0.5
57	CCn1c(=O)c(C(=O)NCCc2ccc(Cl)cc2)c(O)c2ccccc21	0.3
58	CCOc1ccc(NC(=O)Nc2c(C)n(C)n(-c3ccccc3)c2=O)cc1	0.2

Other entries follow:
Below each compound – Myeloid diff 2 GFP+ MAC1+ %, T cell modulator vesicle-bound %, Hep lipid drop cells 6.5 µM, T cell modulator, Hep lipid drop, Myeloid diff 2
61. CCOc1ccc(N2C(=O)Nc3ccc(Br)cc3C2(O)C(=O)NCCN(C)C)cc1 (centres undefined)
  0.5, 30, 658, i, 9, i
62. COc1ccc(-n2nc(C(=O)NCCCN3CCCC3=O)c3c4ccccc4n(C)c3c2=O)cc1Cl
  8.1, 16, 634, i, -3, i
63. OCCC#Cc1ccc(CN2CCN(CCc3ccccc3)C(CCO)C2)cc1 (centres undefined)
  0.3, 40, 817, i, -16, i
64. COc1ccc(Cc2nc3ccc(C(=O)NCCn4ccnc4C)cc3o2)cc1OC
  1.0, 1, 802, i, -6, i
65. O=C(Nc1cc([N+](=O)[O-])ccc1N1CCOCC1)c1cccs1
  0.3, 30, 650, i, -2, i
66. COc1ccc(NC(=O)CS(=O)c2ccc(Cl)c(Cl)c2)cc1 (centres undefined)
  x, 27, 852, i, -1, u
67. COc1ccccc1NC(=O)c1ccccc1-c1ccccc1C(=O)O
  0.3, 26, 503, i, -56, i
68. COc1cccc(CNC(=O)c2ccc(Cl)c(NC3=NC4CS(=O)(=O)CC4S3)c2)c1 (centres undefined)
  x, 23, 690, i, -2, u
69. C=CCn1c(SCCNC(C)=O)nc2cc(-c3ccccc3)sc2c1=O
  2.0, 18, 722, i, -25, i
70. COc1ccccc1CNC(=O)C1CCC(CNS(=O)(=O)c2cccc3cccnc23)CC1 (centres undefined)
  0.0, 28, 781, i, -2, i
71. O=C(NCc1ccc(F)cc1)c1ccc(N2CCOCC2)c([N+](=O)[O-])c1
  0.2, 41, 695, i, 0, i
72. CCOC(=O)C1(Cc2cccc(OC)c2)CCCN(C(=O)c2ccc(OC)o2)C1 (centres undefined)
  1.0, 13, 694, i, 4, i

Assay outcomes (PubChem)

The list is partial; rates above refer to the full screens.
